Cardiac RTF inh: cardiac RTF calcium desensitization; IANBD-labeled cardiac RTF, Ca2+ fluorescence; P19429+P45379; actives 0.12% (n = 340,000); inhibition, % at 7.15 µM; AID 493244;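 active = inhibition above the mean inhibition of all tested compounds plus 3 SD, cut at about 17% in these data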;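 also: assay run at fixed EC70 calcium of 1.6 mM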
OPRM1-OPRD1 inv: inverse agonists of human mu-delta opioid receptor heterodimerization | actives 0.21% (n = 340,000) | cell-based MOR-DOR heterodimer luminescence, inverse agonism | inhibition, % at 9.3 µM | AID 504357 | P35372+P41143; in the data active = inhibition above about 22%, passing the limit was not always enough;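 also: 0% = cells with DMSO and 100% = wells without cells with DMSO; values of inactives mirror those of a sister screen read the other way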
HTR5A ag: HTR5A agonism, opioid heterodimer counter-screen | P47898 | HTR5A agonist assay, luminescence, cell-based | activation, % at 9.3 µM | actives 0.61% (n = 340,000); in the data active = activation mostly above about 9.5%, no sharp cut-off; inactive = mostly below about 7.6%;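 also: 0% = cells with vehicle only and 100% = reference agonist; strong numbers were not always called active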
Target sequence (P47898 whole entry, looked up): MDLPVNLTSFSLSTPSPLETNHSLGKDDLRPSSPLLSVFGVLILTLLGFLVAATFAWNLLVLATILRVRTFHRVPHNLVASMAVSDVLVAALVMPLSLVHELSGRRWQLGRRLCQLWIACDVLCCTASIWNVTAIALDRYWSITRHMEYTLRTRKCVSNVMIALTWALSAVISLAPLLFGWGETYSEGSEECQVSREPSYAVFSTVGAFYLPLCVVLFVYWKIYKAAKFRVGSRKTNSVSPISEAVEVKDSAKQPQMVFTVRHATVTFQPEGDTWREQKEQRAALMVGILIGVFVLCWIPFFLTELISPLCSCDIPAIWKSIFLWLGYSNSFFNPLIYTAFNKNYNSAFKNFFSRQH
MOR-DOR ag: agonists of human mu-delta opioid receptor heterodimerization; P35372+P41143; cells, OPRM1-OPRD1 heterodimerization, luminescence; activation, % at 9.3 µM; actives 0.3% (n = 340,000); AID 504326; in the data active = activation above about 18%;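 also: 0% = vehicle-treated cells and 100% = reference agonist; values of inactives mirror those of a sister screen read the other way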
LANA DNA inh: blocks KSHV LANA C-terminal domain binding to DNA; actives 0.078% (n = 340,000); MBP-C-LANA/FAM-LBS DNA binding, fluorescence polarization; inhibition, % at 9 µM; AID 504423;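 active = highest replicate inhibition at or above 60% at 9 µM, even if other replicates fall short; inactive = all replicates below 60% inhibition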;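 also: 0% = neutral control wells and 100% = 4 µM acridine orange control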
HTR5A inv ag: inverse agonist of human HTR5A in OPRM1-OPRD1 counter-screen; inhibition, % at 9.3 µM; actives 0.083% (n = 340,000); HTR5A cell line, luminescence, inverse agonism; P47898; AID 504634; in the data active = inhibition mostly above about 23%, no sharp cut-off; inactive = mostly below about 18%;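 also: 0% = cells with DMSO and 100% = no-cell wells with DMSO; some compounds called inactive have numbers as strong as hits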
CAL-PDZ inh HTS: blocks peptide binding to the human CAL PDZ domain | Q9HD26 | purified CAL PDZ, TMR-peptide fluorescence polarization, 1 h | inhibition, % at 24.9 µM | actives 0.92% (n = 300,000) | AID 602252;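 active = mean inhibition of at least 30% with at least half of replicates also reaching 30%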;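 also: 0% = DMSO neutral control and 100% = excess unlabeled competitor peptide PRC23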
V-ATPase pHluor: yeast V-ATPase proton transport regulation by pHLuorin; S. cerevisiae, pHLuorin cytosolic pH fluorescence; actives 0.37% (n = 350,000); response, % at 10 µM; in the data active = response mostly above about 7.3%, no sharp cut-off; inactive = mostly below about 5.4%; also: actives read high; inactives centre near 0; some compounds called inactive have numbers as strong as hits; reference of the scale not given here
Keap1 Nrf2 FP: inhibitors of human Keap1-Nrf2 protein-protein interaction; Keap1 Kelch-Nrf2 peptide fluorescence polarization, 1536-well; inhibition, % at 9.4 µM; actives 0.15% (n = 340,000); in the data active = inhibition above about 12%;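 also: human Keap1 Kelch domain with fluorescein labeled Nrf2 9mer peptide probe; 0% = neutral control wells and 100% = peptide positive control; higher means more block of Keap1 binding to Nrf2 peptide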
Target sequence (Q14145 whole entry, looked up, the tested form may be a part): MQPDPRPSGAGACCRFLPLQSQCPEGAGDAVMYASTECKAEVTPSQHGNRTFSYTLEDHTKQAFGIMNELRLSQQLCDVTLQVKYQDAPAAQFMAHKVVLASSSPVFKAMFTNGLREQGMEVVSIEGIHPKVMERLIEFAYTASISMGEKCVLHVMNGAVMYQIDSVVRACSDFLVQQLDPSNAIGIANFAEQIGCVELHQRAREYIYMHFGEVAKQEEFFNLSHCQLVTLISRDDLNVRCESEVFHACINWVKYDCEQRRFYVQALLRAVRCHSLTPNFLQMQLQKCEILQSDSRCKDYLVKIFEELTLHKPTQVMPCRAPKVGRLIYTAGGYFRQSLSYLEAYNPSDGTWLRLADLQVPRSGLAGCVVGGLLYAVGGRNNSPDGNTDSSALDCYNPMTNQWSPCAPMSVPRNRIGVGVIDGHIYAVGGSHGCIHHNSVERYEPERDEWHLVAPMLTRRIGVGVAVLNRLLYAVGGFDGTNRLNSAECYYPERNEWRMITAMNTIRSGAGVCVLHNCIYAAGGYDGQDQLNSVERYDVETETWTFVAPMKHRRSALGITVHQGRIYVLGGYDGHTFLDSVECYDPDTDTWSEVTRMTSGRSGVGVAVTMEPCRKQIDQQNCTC
cardiac RTF act: cardiac RTF calcium sensitization; actives 0.24% (n = 340,000); IANBD-labeled TnC RTF fluorescence at EC20 calcium; 0% EC20 calcium, 100% full calcium; P19429+P45379; activation, % at 7.2 µM;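 active = activation above the mean over all tested compounds plus 3 SD, cut at about 30% in these data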;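 also: rise in fluorescence read as greater calcium sensitivity of cardiac thin filaments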
* = called active by the depositor; x = no result given.

Every second line gives: Cardiac RTF inh	Keap1 Nrf2 FP	HTR5A inv ag	LANA DNA inh	cardiac RTF act	V-ATPase pHluor	CAL-PDZ inh HTS	HTR5A ag	MOR-DOR ag	OPRM1-OPRD1 inv
O=C(Cn1ncc2c1-c1ccccc1OC2)N1CCN(Cc2ccc3c(c2)OCO3)CC1
  -2	-2	19	1.3	-3	-2	x	-6	-0.7	4
COc1ccc(C(=O)C[n+]2cn(C(F)F)c3ccccc32)c(F)c1
  -3	-1	-16	x	-1	3	-2	6	-2.9	14
O=C(/C=C/c1ccco1)NC(=S)Nc1cccc(-c2nc3ccccc3o2)c1
  -5	-2	12	-0.6	-3	1	-9	-5	-1.8	9
Cc1nn(-c2ccccc2)c(C)c1C(=O)OCc1ccc(C#N)cc1
  -3	1	8	3.8	7	-2	-1	-2	0.5	-2
O=S(=O)(Nc1ccc(Cl)c(Cl)c1)N1CCOCC1
  -5	-5	-14	2.0	2	-4	2	-6	-3.1	21
O=C(NC1CCCCC1)c1ccc(CNc2nc(=S)[nH]c3ccccc23)cc1
  -22	-5	0	-0.2	5	1	-5	0	-2.0	10
COC(=O)C1=C(C)N(Cc2ccccc2)C(=NCC(C)C)N[C@H]1c1cccc(F)c1
  3	-4	-9	-0.2	3	3	-3	5	-2.9	14
O=C(N/N=C\C=C\c1ccco1)c1cncc(Br)c1
  -3	-2	-35	-2.0	4	1	-6	-3	-0.7	3
Cn1c(-c2ccc3ccccc3n2)[n+](C)c2ccccc21
  -2	-4	-4	0.6	-5	-5	x	0	-0.6	3
CC(=O)N1CCCc2cc(S(=O)(=O)NCc3ccc(C)cc3)ccc21
  -2	1	-6	0.1	5	-3	x	2	-1.3	7
Nc1c(S(=O)(=O)c2ccccc2)c2nc3ccccc3nc2n1CCN1CCOCC1
  -17	5	8	4.0	-7	5	-1	-3	-0.4	3
Clc1ccc(-c2nnc(C3CCCCC3)o2)cc1
  -10	-3	-9	0.4	0	-3	-3	1	1.3	-8
Cc1cc(C(C#N)c2ccccc2)n2ncnc2n1 (configuration not stated)
  -1	-1	-7	1.9	-1	-3	-4	-1	-3.0	18
CC(=O)OCCCNc1cc(Sc2nc3ccccc3s2)c2nonc2c1[N+](=O)[O-]
  -6	1	-2	6.2	4	2	x	1	3.4	-18
CCNc1c([N+](=O)[O-])ncn1C
  0	0	11	1.7	2	-2	-5	-5	-4.8	20
COc1ccc(N2C(=O)c3ccccc3NC2c2ccc(OC)c(CN3CCOCC3)c2)cc1 (configuration not stated)
  -1	-1	-7	-2.9	14	3	-4	6	-3.6	19
COCCN(CC(=O)Nc1ccccc1C(F)(F)F)C(=O)c1ccc(-n2cccn2)cc1
  1	-5	-1	-1.1	-2	7	-11	1	-2.4	10
Cc1ccc(C)c(N2CCN(C(=S)Nc3ccc4nc(N5CCN(C)CC5)cc(C)c4c3)CC2)c1
  -1	-1	-27	0.4	0	2	-3	9	18*	-91
CCOC(=O)c1nc(Nc2ccccc2C)c2ccccc2n1
  1	2	-17	-0.9	2	-2	x	3	-0.9	5
O=C(c1ccc2nc[nH]c2c1)N1CCN(c2cccc(C(F)(F)F)c2)CC1
  3	-4	2	0.2	-4	4	-2	-1	-2.3	9
Cc1ccc(S(=O)(=O)NNC(=O)C2CCN(Cc3ccccc3)CC2)cc1
  -10	-3	-8	1.4	12	-1	-2	6	-0.2	1
Cn1c(N)c(C(=O)/C=C/c2ccccc2)c(=O)[nH]c1=O
  -8	6	0	0.5	1	-2	-13	0	-2.1	11
COC(=O)CSc1nnc(-c2sc3ccccc3c2Cl)o1
  -3	4	24	0.3	-6	3	-2	4	1.5	-8
COC(=O)c1ccc(N2CCN(C(=O)c3ccccc3)CC2)c(NC(C)=O)c1
  3	-4	13	0.1	-3	2	0	-5	-1.0	6
CCOC(=O)c1c(-c2ccccc2)oc2ccc(OCC(=O)NN)cc12
  -3	10	-19	-1.6	14	5	x	8	-0.1	1
CCOC(=O)c1oc2cc(O)c(CC)cc2c(=O)c1-c1ccc2c(c1)OCCO2
  0	2	-42	-0.3	-2	-1	x	16	-1.0	5
CCCCNC(=O)CC1N=C2c3ccccc3N=C(SCC(=O)Nc3cccc(OC)c3)N2C1=O (configuration not stated)
  -46	3	-12	4.4	2	9	-1	2	0.2	-1
Cc1cc(/C=C2\C(=N)N3N=C(CC(=O)N4CCOCC4)SC3=NC2=O)c(C)n1-c1ccccc1
  2	-3	0	0.5	-2	-3	-5	5	0.8	-4
COc1ccc(NC(=O)CNC(=O)Cc2ccccc2)cc1
  2	-4	-26	0.4	-6	-4	-3	1	-2.1	11
O=C(N/N=C/c1cc(Cl)c(O)c(Cl)c1)c1cc2c(ccc3ccccc32)o1
  6	1	-4	15	6	0	-2	1	-1.2	7
COc1ccc(Cl)cc1NC(=O)Cn1c(=O)oc2ccccc21
  -3	5	-12	2.6	-2	-1	-2	3	-5.0	22
CCN(C(=O)c1ccc2c(SCC(=O)O)c3c(nc2c1)CCC3)c1cc(Cl)ccc1OC
  0	0	19	0.0	-6	1	101*	3	-2.8	14
COc1ccc(Cl)cc1NC(=O)C[n+]1ccccc1
  0	-1	-8	-0.8	-8	-1	-3	2	-2.2	10
CCN1C(=O)C(O)(C2COC(C)(C)CC2=O)c2ccccc21 (configuration not stated)
  -8	0	7	3.3	-1	-3	0	2	-2.6	15
O=C(NC1CCCCCC1)c1cc(S(=O)(=O)N2CCCCC2)ccc1N1CCOCC1
  -3	1	-12	0.1	-3	2	x	7	-3.5	18
CS(=O)(=O)N1Cc2ccccc2CC1C(=O)Nc1ccccc1C(N)=O (configuration not stated)
  -6	-8	13	-0.6	4	1	1	6	1.9	-11
COc1ccc(Cl)cc1NC(=O)C(C)N1CCN(c2ccccn2)CC1 (configuration not stated)
  2	3	-24	0.1	-4	-4	-3	6	0.5	-2
COc1ccc(OC)c(S(=O)(=O)N2CCC(C(=O)NC3CCCCC3)CC2)c1
  3	-1	-19	-0.4	1	4	-4	6	2.0	-16
Cc1c(NC(=O)c2cc(S(=O)(=O)N3CCCCC3)ccc2Cl)c(=O)n(-c2ccccc2)n1C
  -4	-4	6	1.8	-1	-1	-1	-1	-2.0	10
Cc1cc(NCCO)c2cc(O)ccc2n1
  -2	-3	-9	-0.6	1	2	1	0	0.1	-1
CCC(=O)N1CCc2cc(S(=O)(=O)N3CCN(c4ccccc4Cl)CC3)ccc21
  -11	0	-3	0.4	-5	3	x	0	-3.3	17
CCc1noc(C)c1C(=O)N1CCN(S(=O)(=O)c2c(C)cc(C)cc2C)CC1
  -8	-1	8	0.1	1	0	x	-1	-1.1	4
CO/N=C(/CS(=O)(=O)Cc1ccccc1Cl)c1ccc(Cl)cc1Cl
  -1	0	-15	-1.3	-7	1	-1	-3	2.9	-16
CCc1cccc(NC(=O)c2ccc(CNc3c(N4CCCC4)c(=O)c3=O)cc2)c1
  -3	0	-4	0.0	5	4	-1	1	-3.4	18
CN(c1ccccc1)S(=O)(=O)c1cccc(NC(=O)CSc2nncn2C)c1
  -16	-1	12	0.5	5	2	2	-4	-0.9	5
COc1ccc2cc(C(=O)/C=C/c3cc(OC)c(O)c(OC)c3)ccc2c1
  6	-2	-25	-4.2	-3	4	-1	9	3.6	-25
CCOc1ccc(C(=O)NC(C(=O)NCCc2ccc(S(N)(=O)=O)cc2)C(C)C)cc1 (configuration not stated)
  11	4	-9	-0.2	2	6	-3	4	-0.4	2
Cc1ccn2c(=O)nc(SCC(=O)Nc3ccc4c(c3)OCO4)nc2c1
  -11	1	15	0.5	-1	2	-2	-6	-0.8	4
O=C(CN1CCCCC1)NCC1(c2ccccc2)CCCC1
  -4	-4	-17	2.6	0	2	0	1	-0.7	4
CC(C)CNC(=O)NC(=O)COC(=O)c1cc(F)cc(F)c1
  -20	-5	22	-0.6	12	3	2	6	-0.9	5
COc1ccc(O)c(CN2CCCC(N3CCN(c4ccc(F)cc4)CC3)C2)c1 (configuration not stated)
  2	-4	13	2.2	-2	1	-3	-5	-0.2	1
CCN(CC)S(=O)(=O)c1cc(NC(=S)NC(=O)C2CCCC2)ccc1C
  -13	-3	-3	-1.1	-5	0	8	-1	0.6	-2
O=C(CCl)Nc1ccc(Sc2ccc(NC(=O)CCl)cc2)cc1
  1	-1	6	-1.1	14	5	-2	2	3.0	-16
CC(C)C(NC(=O)c1ccco1)C(=O)NCc1ccc(C(=O)O)cc1 (configuration not stated)
  -8	-1	-4	0.4	1	-4	-3	1	-0.1	1
Nc1ccccc1C(=O)NNc1c2ccccc2nc2ccccc12
  0	-3	1	-0.2	-1	-4	-3	-3	-3.2	17
CCn1c(=O)c2cc(C(=O)N3CCN(C)CC3)sc2c2ccccc21
  -1	4	-20	4.7	-2	-1	0	0	-0.7	4
O=C(Nc1ccc(Oc2ncnc3cc(Cl)ccc23)nc1)c1cccs1
  1	-4	-6	0.7	-7	-2	x	-1	-3.6	18
CCN(C(=O)CSc1n[nH]c(-c2cc(Cl)ccc2OC)n1)C1CCS(=O)(=O)C1 (configuration not stated)
  -4	-3	-5	-1.2	0	1	1	-2	-0.6	4
CNC(=O)c1nc(C)c(C2(C)CC(c3cccc([N+](=O)[O-])c3)=NO2)s1 (configuration not stated)
  -14	-7	16	-1.0	2	1	-2	-6	-1.3	7
Cc1cccc(NC(=O)/C(C#N)=C/c2ccc(F)cc2)n1
  -4	4	-10	0.5	0	-2	-2	3	-1.2	6

Continuation:
Every second line gives: Cardiac RTF inh	Keap1 Nrf2 FP	HTR5A inv ag	LANA DNA inh	cardiac RTF act	V-ATPase pHluor	CAL-PDZ inh HTS	HTR5A ag	MOR-DOR ag	OPRM1-OPRD1 inv
CCOC(=O)CSc1nc(C(C)C)nc2sc(C)c(C)c12
  -7	-2	11	-0.6	-9	-1	6	-4	1.2	-6
Cc1ccc(S(=O)(=O)Nc2cc(C)c(O)cc2C)cc1
  x	3	x	0.9	x	0	1	x	x	x
O=C(Nc1ccc(Nc2ccccc2)cc1)C1CC1
  -10	0	-9	-0.2	2	7.5*	0	5	0.1	-1
Cc1ccc(-n2nc3c(c2NC(=O)/C=C\c2ccc4c(c2)OCO4)CSC3)c(C)c1
  0	3	-6	-0.1	-9	-3	x	2	-1.8	11
CC(=O)N1CCN(C(=O)CCN(c2ccccc2)S(=O)(=O)c2ccc(C)cc2)CC1
  3	-3	6	0.9	-3	0	8	-2	-1.7	9
O=C(CNC(=O)c1ccccc1F)Nc1ccc2c(c1)CCC2
  -10	-4	-5	0.0	2	-2	x	4	1.7	-7
Cc1ccc(NC2CCCN(C(=O)c3ccc(-n4ccnc4)cc3)C2)cc1C (configuration not stated)
  -4	2	0	0.2	-2	-4	-2	-1	-4.1	21
COc1nc(N(C)C)nc(N(C#N)S(=O)(=O)c2ccc(C)cc2)n1
  -3	-1	-9	-4.4	-5	11*	4	2	-0.2	1
O=C(Nc1ccc(-n2nncc2-c2ccco2)cc1)c1cc2ccccc2oc1=O
  -4	1	-9	-0.6	-1	2	0	1	0.0	0
COc1ccc(NC(=O)CNc2ccccc2C(C)=O)cc1S(=O)(=O)N1CCOCC1
  -2	-6	14	0.5	0	1	x	4	-2.6	10

Bioassay records: PubChem BioAssay, several laboratories
